Screening results from PubChem BioAssay.
CHT block = inhibits the human high affinity choline transporter | Q9GZV3 | CHT-expressing cells, membrane potential dye, choline response; stronger effect = lower value | B-score at 10 µM | 310,000 compounds, 0.86% hits | AID 488975;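 active = B-score over 3 SD under the library average, and starting fluorescence ratio not unusually high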;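 also: choline stimulus applied at its EC90 after an EC20 pre-addition; B-score computed on integrated fluorescence ratio after choline addition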
Target sequence (Q9GZV3 whole entry, looked up): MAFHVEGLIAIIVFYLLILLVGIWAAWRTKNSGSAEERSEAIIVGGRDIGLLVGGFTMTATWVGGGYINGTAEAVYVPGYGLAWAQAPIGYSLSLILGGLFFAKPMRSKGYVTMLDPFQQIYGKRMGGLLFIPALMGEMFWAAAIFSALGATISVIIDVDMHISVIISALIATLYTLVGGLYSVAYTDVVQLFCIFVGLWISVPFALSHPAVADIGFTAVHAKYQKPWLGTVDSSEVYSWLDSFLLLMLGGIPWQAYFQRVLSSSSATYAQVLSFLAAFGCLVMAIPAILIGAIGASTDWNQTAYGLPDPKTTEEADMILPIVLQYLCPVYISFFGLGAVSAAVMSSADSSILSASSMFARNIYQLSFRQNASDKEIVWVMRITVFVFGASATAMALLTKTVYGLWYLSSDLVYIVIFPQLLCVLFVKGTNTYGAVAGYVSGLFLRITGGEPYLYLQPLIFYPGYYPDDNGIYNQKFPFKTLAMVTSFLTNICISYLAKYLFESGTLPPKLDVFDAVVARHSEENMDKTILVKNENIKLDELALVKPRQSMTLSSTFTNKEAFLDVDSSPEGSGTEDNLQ
CHT allo act = allosterically activates the human high affinity choline transporter; 310,000 compounds, 0.49% hits; CHT-expressing cells, membrane potential dye, choline EC20; stronger effect = higher value; LV-AA mutant CHT in HEK293 cells; Q9GZV3; AID 488977; B-score at 10 µM;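 active = initial fluorescence not abnormally high and integrated response B-score, plate-corrected, over 3 SD above library mean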
Starred values were filed as active, the others as inactive; i = inactive.

SMILES	CHT block	CHT allo act
O=C(COC(=O)Cc1ccccc1F)Nc1ccc(SC(F)F)cc1	i	i
CCN(CC)CCNC(=O)CNC(=O)c1nn(-c2ccc(OC)cc2)c(=O)c2ccccc12	i	i
COc1ccc(C2=NN(CN3C(=O)C(=O)c4ccccc43)C(c3ccc(Br)cc3)C2)cc1 (stereo not given)	i	i
Cc1cccc(N(C)C(=O)c2cc3c(=O)[nH]c4ccc(C)cc4c3s2)c1	i	i
Cc1ccccc1OCCNC(=O)/C=C/c1ccc([N+](=O)[O-])cc1	i	i
CCCn1c(N)c(CC)c(=O)[nH]c1=O	i	i
Cc1nn(Cc2ccc(Cl)c(Cl)c2)c(C)c1NC(=O)c1cc(C2CC2)on1	i	i
COc1ccc(Br)cc1CN(C)C(=O)c1ccc2c(c1)NC(=O)C(C)S2 (stereo not given)	i	i
CNC(=O)C(=O)NCC1OCCCN1S(=O)(=O)c1ccc2c(c1)OCCO2 (stereo not given)	i	i
Cc1nnc(SCCn2c(N(C)Cc3ccccc3)nc3c2c(=O)[nH]c(=O)n3C)s1	i	i
CN(CC(=O)NCCN1CCN(c2ccccc2)CC1)S(=O)(=O)c1ccc2c(c1)CCC(=O)N2	i	i
O=C(Nc1c(Cl)ccc2nsnc12)c1ccco1	i	i
CCCCC(CC)CNC(=O)C1CC=CCC1C(=O)O (stereo not given)	i	i
O=C(C1CCN(S(=O)(=O)c2cccnc2)CC1)N1CCN(c2ccccc2Cl)CC1	i	i
Cc1nc(CNS(=O)(=O)c2ccc(Br)cc2)cs1	i	i
CSc1ccc(CN(C)C(=O)CCNS(=O)(=O)c2ccc(C)c(C)c2)cc1	i	i
Cc1cc(C)c(-n2c(O)c(C=NCCN3CCOCC3)c(=O)[nH]c2=O)c(C)c1	i	9.84*
CS(=O)(=O)N1CCc2cc(-c3csc(NC(=O)Cc4ccccc4)n3)ccc21	i	i
Cc1cc(Cl)c(S(=O)(=O)NCC2CCCO2)cc1OCC(N)=O (stereo not given)	i	i
O=C(O)CC(NC(=O)C12CC3CC(CC(C3)C1)C2)c1ccc2c(c1)OCO2 (stereo not given)	i	i
CCOCCCNC(=O)C1CCN(S(=O)(=O)N(CC(C)C)CC(C)C)CC1	i	i
O=C(NCCc1ccncc1)Nc1cccc(Cl)c1	i	i
CCOc1cc(-c2nccc3cc(OC)c(OC)cc23)cc(OCC)c1OCC	i	i
Cc1cnc(NC(=O)Nc2ccccc2)c(C)n1	i	i
Cc1cc(C)n2cc(CSc3ccc(Cl)cc3)nc2n1	i	i
New compounds follow:
SMILES	CHT block	CHT allo act
O=C(NCCSc1ccccc1)c1ccc(Br)cc1	i	i
COc1ccccc1N1C(=O)C(Cl)=C(N2CCCC2)C1=O	i	i
Cc1ccc(/C=N/n2c(C)cc(C)c(C#N)c2=O)o1	i	i
CCOC(=O)N1CCN(S(=O)(=O)c2ccc(OC)cc2)CC1	i	i
CCOc1cc(/C=C/C(=O)Nc2ccc(C(=O)NCCN(CC)CC)cc2)ccc1OCC(C)C	i	i
CC(=O)c1cccc(NC(=O)C23CC4CC(C2)CC(n2cncn2)(C4)C3)c1	i	i
O=C(Nc1ccc(-n2cnnn2)cc1)C1CCCN1C(=O)NC1CCCCC1 (stereo not given)	i	i
CN(C)c1ncc(S(=O)(=O)c2ccccc2)c(=O)[nH]1	i	i
COCC(C)n1c(SCc2nc(N)nc(Nc3ccccc3C)n2)nc2ccccc2c1=O (stereo not given)	i	i
COC(=O)c1ccc(N2CCN(c3ccccc3)CC2)c(N)c1	i	i
COc1ccc(C(=O)CC(=O)C(=O)Nc2cc(OC)c(OC)c(OC)c2)cc1	i	i
CC(C)NC(=O)c1c(O)c2cccc3c2n(c1=O)CCC3	i	i
CC1CCCCN1C(=O)c1ccc(OC2CCN(S(=O)(=O)N(C)C)CC2)cc1 (stereo not given)	i	i
CC(C)=CCCC(C)CN1CCC(n2nccc2NC(=O)c2ccccc2)CC1 (stereo not given)	i	i
Cc1ccc(CNc2cnccn2)s1	i	i
COCCCNc1ncnc2nc[nH]c12	i	i
Cc1cc(NC(=O)c2c(-c3c(Cl)cccc3Cl)noc2C)n(C)n1	i	i
NNC(=S)NCc1cccnc1	i	i
CC(=O)Nc1ccc(S(=O)(=O)N2CCC(C(=O)Nc3nccs3)CC2)cc1	i	i
Cc1ccc(N(C(C)C(=O)O)S(=O)(=O)c2c(C)[nH]c(=O)[nH]c2=O)cc1 (stereo not given)	i	i
C=CCn1c(O)c(N=NC(=S)Nc2ccccc2F)c2cc(S(=O)(=O)N3CCOCC3)ccc21	i	i
CCOc1ccc(-c2nnc(SCC(=O)N3CCCC3)o2)cc1	i	i
Cc1ccc(S(=O)(=O)N(C)C)cc1NC(=O)COC(=O)CNC(=O)C12CC3CC(CC(C3)C1)C2	i	i
O=c1[nH]c2c(s1)C(c1cccnc1)C1C3CCC(C3)C1S2 (stereo not given)	i	i
O=C(CCC(=O)N1CCCCCC1)Nc1ccc([N+](=O)[O-])cc1	i	i
Going on with the list:
SMILES	CHT block	CHT allo act
Cc1oc2c(c1C(=O)Nc1cccc3ccccc13)CCCC2	i	i
CCOc1nc(NC(=O)NS(=O)(=O)Oc2ccccc2Cl)nc(-c2ccccc2)n1	i	i
Cc1cccc(OCC(=O)Nc2ccc(S(=O)(=O)Nc3ccccn3)cc2)c1	i	i
O=C1CN(C(=O)CSc2nnc(C3CC3)n2-c2ccccc2)c2ccccc2N1	i	i
O=C(OCc1ccccn1)c1ccc(COc2ccc3ccccc3c2)o1	i	i
Cc1ccc(C(=O)CSc2nnc(-c3ccccc3N)n2C)cc1C	i	i
COc1ccc(CNC(=O)C(C)N2C(=O)COc3ccc(C)cc32)c(OC)c1 (stereo not given)	i	i
OCc1ccc(-c2nn(Cc3ccccc3)c3ccccc23)o1	i	i
CC(=O)Oc1ccc2c(=O)c(-c3ccccc3)coc2c1	i	i
O=C(CN1CCCC1)Nc1ccccc1C(=O)c1ccccc1	i	i
O=C(Nc1cccc(C(F)(F)F)c1)C(Sc1cccc[n+]1[O-])c1ccccc1 (stereo not given)	i	i
Cc1c(CCC(=O)O)c(=O)oc2cc3occ(-c4ccc(Cl)cc4)c3cc12	i	i
Cc1ccc(S(=O)(=O)NCC(=O)OCC(=O)Nc2ccccc2OC(F)F)cc1	i	i
COc1cc(OC)cc(C(=O)Nc2cccc3c2CCCC3)c1	i	i
CC1CC(C)CN(C(=O)c2nn(C)c3c2CSc2ccccc2-3)C1 (stereo not given)	i	i
CCN(C(=O)COC(=O)c1ccccc1Nc1cccc(C)c1C)C1CCS(=O)(=O)C1 (stereo not given)	i	i
Cc1nc(NC(=O)CN2CCCCC2)sc1C(=O)N(C)C	i	i
O=[N+]([O-])c1cccc(C(=Nc2ccccc2)NO)c1	i	i
COc1ccc(NC(=O)CCNS(=O)(=O)c2ccc3c(c2)CC(C)N3C(C)=O)cc1 (stereo not given)	i	i
Cc1ccc2nc(C)c(C(=O)N/N=C/c3ccco3)cc2c1	i	i
Cc1ccccc1NC(=O)Cn1nc(-c2ccc(Cl)s2)ccc1=O	i	i
Cc1ccc(N2C(=O)CC(N3CCN/C3=C3\CC/C(=C\c4ccccc4)C3=O)C2=O)cc1 (stereo not given)	i	i
CCN(CC)CCCNC(=O)c1csc(Nc2cccc3ccccc23)n1	i	i
CC(=O)Nc1ccc(Cc2ccc3[nH]c(=O)cc(C)c3c2)cc1	i	i
CCCn1cc(CN2CCCC(C(=O)c3ccc4c(c3)OCO4)C2)c(C)n1 (stereo not given)	i	i

17 consecutive entries out of the list so far:
SMILES	CHT block	CHT allo act
Cc1oc2c(c1C(=O)Nc1cccc3ccccc13)CCCC2	i	i
CCOc1nc(NC(=O)NS(=O)(=O)Oc2ccccc2Cl)nc(-c2ccccc2)n1	i	i
Cc1cccc(OCC(=O)Nc2ccc(S(=O)(=O)Nc3ccccn3)cc2)c1	i	i
O=C1CN(C(=O)CSc2nnc(C3CC3)n2-c2ccccc2)c2ccccc2N1	i	i
O=C(OCc1ccccn1)c1ccc(COc2ccc3ccccc3c2)o1	i	i
Cc1ccc(C(=O)CSc2nnc(-c3ccccc3N)n2C)cc1C	i	i
COc1ccc(CNC(=O)C(C)N2C(=O)COc3ccc(C)cc32)c(OC)c1 (stereo not given)	i	i
OCc1ccc(-c2nn(Cc3ccccc3)c3ccccc23)o1	i	i
CC(=O)Oc1ccc2c(=O)c(-c3ccccc3)coc2c1	i	i
O=C(CN1CCCC1)Nc1ccccc1C(=O)c1ccccc1	i	i
O=C(Nc1cccc(C(F)(F)F)c1)C(Sc1cccc[n+]1[O-])c1ccccc1 (stereo not given)	i	i
Cc1c(CCC(=O)O)c(=O)oc2cc3occ(-c4ccc(Cl)cc4)c3cc12	i	i
Cc1ccc(S(=O)(=O)NCC(=O)OCC(=O)Nc2ccccc2OC(F)F)cc1	i	i
COc1cc(OC)cc(C(=O)Nc2cccc3c2CCCC3)c1	i	i
CC1CC(C)CN(C(=O)c2nn(C)c3c2CSc2ccccc2-3)C1 (stereo not given)	i	i
CCN(C(=O)COC(=O)c1ccccc1Nc1cccc(C)c1C)C1CCS(=O)(=O)C1 (stereo not given)	i	i
Cc1nc(NC(=O)CN2CCCCC2)sc1C(=O)N(C)C	i	i

Further compounds follow.
SMILES	CHT block	CHT allo act
CC1CCN(CCCNC(=O)c2cn(C)c3ccc(S(=O)(=O)N4CCCC4)cc3c2=O)CC1	i	6.77*
CCOC(=O)c1cnn2c1[nH]c(=O)c1ccccc12	i	i
CCn1c(OC)nc2c1c(=O)n(C)c(=O)n2C	i	i
N#C/C(=C(/O)COC(=O)COc1cccc(Br)c1)c1nc2ccccc2[nH]1	i	i
CCOC(=O)CC(=O)CSc1nnc(Cn2c(=O)sc3ccccc32)n1C	i	i
COc1cc(/C=N/NC(=O)c2nnn(-c3nonc3N)c2-c2cccs2)ccc1O	i	i
Cc1ccc(NC(=O)CSc2nnc(CNC(=O)c3ccco3)n2C)c(C)c1	i	i
Cc1cc2c(cc1S(=O)(=O)CCC(=O)NC1CCC(C)CC1)OCC(=O)N2 (stereo not given)	i	i
CCCn1nc(Oc2nc(NCC)nc(NC(C)C)n2)ccc1=O	i	i
C/C(=N\NC(=O)C(c1ccncc1)N1CCOCC1)c1ccc(Br)cc1 (stereo not given)	i	i
CC12CCC(=O)N1C(C(=O)NCc1ccccc1F)CS2 (stereo not given)	i	i
COc1ccc(NC(=O)c2cccnc2SC)cc1OC	i	i
Cc1nc(N)[nH]c(=O)c1CCC(=O)OCC(C)C	i	i
O=C(CCc1ccccc1)Nc1ccc2c(c1)C(=O)OC2	i	i
C=CCn1c(O)c(CN2CCCCC2)c(C)c(C#N)c1=O	i	i
O=C(COC(=O)C1CCN(c2ccc(C(F)(F)F)cn2)CC1)NC1CCCCC1	i	i
O=C(c1cccs1)N1CCOCC1	i	i
CCc1nnc(NC(=O)CCC(=O)N2CCC(Cc3ccccc3)CC2)s1	i	i
COc1ccc(C2C=C(c3ccc(Br)cc3)Nc3nc(N4C(=O)CCC4=O)nn32)cc1 (stereo not given)	i	i
O=S1(=O)CC2N=C(N(Cc3c(F)cccc3Cl)c3ccccc3F)SC2C1 (stereo not given)	i	i
Cc1cc(Br)ccc1SCC(=O)OCC(=O)N1CCN(C(=O)c2ccco2)CC1	i	i
NC(=O)C(NC(=O)OCc1ccccc1)c1ccccc1 (stereo not given)	i	i
N=c1c(C(=O)NCc2ccc3c(c2)OCO3)cc2c(=O)n3ccccc3nc2n1Cc1cccnc1	i	i
Cn1cnnc1Sc1ccc(CN2CCN(C3CCCC3)C(CCO)C2)o1 (stereo not given)	i	i
Cc1cc(-c2ccccc2)nc(SCC(=O)N2CCCC2)n1	i	i

Whole records, looked up by structure. Screens in order: CHT block	CHT allo act
COc1ccc(NC(=O)c2cccnc2SC)cc1OC as listed: i	i
C=CCn1c(O)c(CN2CCCCC2)c(C)c(C#N)c1=O as listed: i	i

Further results
SMILES	CHT block	CHT allo act
O=C(NNC(=O)c1sc2cccc(Cl)c2c1Cl)NC1CCCCC1	i	i
O=C(CN1CCC(NC(=O)Nc2ccccc2-c2ccccc2)CC1)NCc1ccco1	i	i
Cc1ccc(C)c(-c2ccc(=O)n(Cc3c(F)cccc3Cl)n2)c1	i	i
COc1cc(N/C(N)=N/c2nc(C)cc(C)n2)cc(OC)c1	i	i
COc1ccc(-n2c3c(c(=O)[nH]c2=O)C(C(F)(F)F)(C(F)(F)F)N=C(CC(C)C)N3)cc1	i	i
CCOc1ccc(CCNC(=O)C2CCCN(C(=O)N(C)C)C2)cc1OCC (stereo not given)	i	i
CC(NC(=O)c1cccc(OC2CCN(C3CCN(C)CC3)CC2)c1)c1ccccc1 (stereo not given)	i	i
CCN(CC)S(=O)(=O)c1ccc(N2CCOCC2)c(NC(=O)c2ccc(F)cc2)c1	i	i
Cc1cc(C)cc(NC(=O)C(Sc2ncnc3ccccc23)c2ccccc2)c1 (stereo not given)	i	i
COCCNC(=O)C(=O)NNC(=O)c1ccccc1OC	i	i
Cc1ccc(S(=O)(=O)N(C)c2ccc(C(=O)N(CC(C)C)C3CCS(=O)(=O)C3)cc2)cc1 (stereo not given)	i	i
CCOc1ccc(-c2cc(C(=O)N/N=C(\C)c3cccnc3)c3ccccc3n2)cc1	i	i
Cc1ccc(C(=O)N2CCc3ccccc32)cc1	i	i
Cc1ccc(C)c(S(=O)(=O)NCc2ccc(C(=O)N3CCC(Cc4ccccc4)CC3)cc2)c1	i	i
COC(=O)C1[C@H]2C(=O)N(Cc3cccs3)C[C@]23C=C[C@H]1O3 (stereo not given in full)	i	i
Cc1ccccc1NC(NC(=O)c1cccs1)C(Cl)(Cl)Cl (stereo not given)	i	i
CCOC(=O)C1C(C(=O)Nc2cccc(C(F)(F)F)c2)C1C(=O)NC(C)C (stereo not given)	i	i
COc1ccc(CN2CCNC(=O)C2CC(=O)NC2CCCCCC2)c(C)c1C (stereo not given)	i	i
COc1cc(OC)c(NC(=O)c2ccc(F)cc2)cc1Cl	i	i
CCOCCCNC(=O)C1CCN(C(=O)N(C)C)CC1	i	i

Rows are unselected; 1.5% or so of the library scored in one or more.
